rCAG binder: r(CAG) repeat RNA binding. TO-PRO-1 dye displacement fluorescence. 1.3% of 370,000 active. inhibition, % at 3 µM;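 active = inhibition above the plate cutoff, the mean of all test compounds on that plate plus 3 SD, cut at about 35% in these data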;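 also: 0% = DMSO alone and 100% = 100 µM mitoxantrone as full dye displacement; higher means more dye released from RNA so lower well fluorescence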
GAA850 FXN act: increases GAA850 frataxin promoter reporter activity; HEK293 lucGAA850 FXN promoter luciferase reporter, 24 h; percent of 10 µM SAHA response; 0.56% of 360,000 active; activation, % at 6 µM;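 active = activation above the average of all compounds screened plus 3 SD, cutoff fixed separately per campaign, cut at about 7.5% in these data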;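 also: 0% = DMSO wells and 100% = 10 µM SAHA wells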
GC-B act: GC-B (human) receptor activation; P20594; HEK293-GC-B cells, CNP EC30, cGMP TR-FRET; 0% at EC30 CNP, 100% saturating CNP; activation, % at 10 µM; 0.11% of 370,000 active;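 active = activation at 10 µM reaching about 35% in either raw or pattern-adjusted values, limit read from the data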
ARFGAP1 inhibitor: inhibitors of rat ARFGAP1; Arfgap1-stimulated ARF1 GTP hydrolysis, GDP FP detection; inhibition, % at 16.5 µM; 0.26% of 360,000 active;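 active = inhibition above a per-plate limit, mean inhibition of low control wells plus 3 SD, cut at about 25% in these data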;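 also: 0% = DMSO wells with enzyme and 100% = wells lacking Arfgap1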
Target sequence (Q62848 1-136 limits assumed): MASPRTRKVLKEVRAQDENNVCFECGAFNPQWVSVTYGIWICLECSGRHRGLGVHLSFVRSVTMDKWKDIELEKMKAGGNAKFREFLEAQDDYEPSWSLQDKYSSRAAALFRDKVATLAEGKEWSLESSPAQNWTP
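System: truncated rat Arfgap1 GAP domain / Medium: HEPES-based buffer, pH 7.5 / Also added: N-terminally truncated human ARF1-GTP substrate / Incubation: enzyme reaction 120 min at 25 °C after 20 min preincubation / Measured by: FP of antibody-bound GDP Alexa 633 tracer, ex 620/em 688 nm / Replicates: singlicate, each compound tested once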
GC-A act: GC-A (human) enzyme activation | HEK293 GC-A cells, cGMP TR-FRET, EC30 ANP; 0% at EC30 ANP, 100% saturating ANP | activation, % at 10 µM | 0.14% of 370,000 active | AID 1671463; in the data active = activation above about 40%
ADAM10 inh: ADAM10 inhibition, QFRET primary screen. recombinant ADAM10, EDANS/DABCYL FRET peptide cleavage, 3 h. inhibition, % at 7 µM. 0.62% of 370,000 active;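 active = inhibition above a per-campaign cutoff equal to the mean of compounds falling between control-based bounds plus 3 SD, cut at about 20% in these data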;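 also: 0% = DMSO wells while the 100% control is not disclosed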
proKLK7 act: proKLK7 (human) activation, primary screen; activation, % at 7 µM; purified proKLK7, EDANS-DABCYL substrate fluorescence; 100% is mature enzyme control, 0% vehicle; 0.9% of 370,000 active; P49862;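 active = activation above the mean of all tested compounds plus 3 SD, computed per campaign excluding outliers beyond control limits, cut at about 13% in these data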
Target sequence (P49862 whole entry, looked up): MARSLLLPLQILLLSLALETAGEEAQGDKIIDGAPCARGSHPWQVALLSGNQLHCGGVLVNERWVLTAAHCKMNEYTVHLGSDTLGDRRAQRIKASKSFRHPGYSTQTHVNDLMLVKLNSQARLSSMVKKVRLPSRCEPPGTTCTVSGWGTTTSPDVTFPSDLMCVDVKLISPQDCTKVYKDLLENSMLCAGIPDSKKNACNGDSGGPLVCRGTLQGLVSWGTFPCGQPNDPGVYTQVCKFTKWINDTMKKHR
DDE Tn6 FP inh: disrupts Tn6 cyclic peptide binding to fibrin D-Dimer-E complex; Fibrin DD(E) TRITC-Tn6 fluorescence polarization displacement; inhibition, % at 8.3 µM; 0.21% of 370,000 active;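 active = inhibition above a per-campaign cutoff: mean of compounds within control limits plus 3 SD, cut at about 15% in these data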;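 also: 0% = median of all compound wells on the plate and 100% = blocking peptide control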
sPLA2-III inh: Blocks human group III sPLA2 activity; Q9NZ20; QFRET BODIPY PC-A2 liposome hydrolysis, fluorescence; inhibition, % at 12.2 µM; 0.56% of 370,000 active;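 active = inhibition above mean plus 3 SD of compounds lying within the high and low control bounds, cut at about 19% in these data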;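 also: 0% = median of test compound wells and 100% = no enzyme DMSO wells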
Target sequence (Q9NZ20 whole entry, looked up): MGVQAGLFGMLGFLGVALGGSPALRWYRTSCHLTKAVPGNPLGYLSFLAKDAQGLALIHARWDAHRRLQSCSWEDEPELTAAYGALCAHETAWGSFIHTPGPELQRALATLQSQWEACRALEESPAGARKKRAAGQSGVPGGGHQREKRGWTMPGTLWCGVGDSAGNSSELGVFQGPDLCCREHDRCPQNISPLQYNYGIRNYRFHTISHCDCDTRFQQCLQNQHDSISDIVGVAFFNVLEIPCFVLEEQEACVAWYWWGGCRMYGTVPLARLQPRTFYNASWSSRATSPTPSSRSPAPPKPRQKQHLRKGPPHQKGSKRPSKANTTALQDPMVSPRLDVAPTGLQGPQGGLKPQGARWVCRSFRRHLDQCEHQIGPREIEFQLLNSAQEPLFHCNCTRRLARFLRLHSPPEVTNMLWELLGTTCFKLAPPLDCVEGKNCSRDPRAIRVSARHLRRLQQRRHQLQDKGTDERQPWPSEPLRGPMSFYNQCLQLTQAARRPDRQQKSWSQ
ASAP1 inh: blocks human ASAP1-stimulated Arf1 GTP hydrolysis; inhibition, % at 16.5 µM; AID 624377; 0.19% of 360,000 active; GDP FP detection; in the data active = inhibition above about 25%;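 also: 0% = vehicle with enzyme and substrate and 100% = no enzyme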
Active calls of the source: *; i = inactive; x = no result given. Hits appear at their usual frequency; 4.5% or so of the library scored in one or more.

structure,rCAG binder,GAA850 FXN act,GC-B act,ARFGAP1 inhibitor,GC-A act,ADAM10 inh,proKLK7 act,DDE Tn6 FP inh,sPLA2-III inh,ASAP1 inh
Cn1c(=O)c2cc(NC(=O)NCCc3ccccc3)ccc2n1Cc1ccc(F)cc1,2,-0.6,2,1,1,i,16*,-5,-15,-8
O=C(CSCc1cccc(Br)c1)N1CCOCC1,-3,1.9,7,-4,4,2,-0.4,1,3,-3
Cc1cccn2c(=O)nc(SCC(=O)N3CCOCC3)nc12,1,-1.1,1,0,3,-15,0.1,8,5,-3
Cc1ccc(C(=O)OCC(=O)NC2CCCCC2)s1,-2,-0.8,4,-12,3,-6,0.4,1,1,-11
Cn1c(SCC(=O)N2CCCCCC2)nc2c(c1=O)SCC2,1,-0.6,-4,-6,-2,2,-0.8,-7,6,9
CN1CCN(C(=O)c2c(NC(=O)c3ccco3)sc3c2CCC(C(C)(C)C)C3)CC1 (configuration not stated),-6,0.2,x,3,x,0,0.2,-5,-13,-7
COc1ccccc1C/C(N)=N/OC(=O)COc1cccc2ccccc12,1,-0.5,1,-6,-1,5,-0.3,7,-22,0
CC1CN(c2nc(-c3ccccc3)nnc2-c2ccccc2)CC(C)O1 (configuration not stated),-6,-0.7,-2,-6,2,-7,0.2,5,-1,-24
COc1ccc(C(CNC(=O)c2ccc(NS(=O)(=O)c3ccccc3)cc2)N2CCOCC2)cc1 (configuration not stated),2,-0.9,2,-3,2,-5,-0.1,9,-10,-8
COc1cc(OC)cc(C(=O)N[C@H](C(=O)NCc2ccc(F)cc2)C(C)C)c1,-3,0.4,0,-3,-1,0,-0.1,7,6,-11
CC(=O)Nc1cc(C(=O)N2CCCC2)ccc1S(=O)(=O)c1ccc(Cl)cc1,0,-1.3,9,-1,-1,1,0.3,5,1,-3
COc1ccc(/C=N/NC(=O)Cn2ccnc2C)cc1OC,-1,1.6,4,6,2,-25,-0.5,-5,7,-9
C=CCN=c1sc(C(=O)OC)cc(=O)n1CC=C,0,0.6,4,-1,-2,-3,0.4,-2,6,1
COC(=O)c1cc(NC(=O)c2cc(C)oc2C)cc(C(=O)OC)c1,11,-2.8,-2,0,2,-1,-0.2,1,-10,6
Cc1cc(NC(=O)c2ccc(F)cc2)n(-c2ccccc2)n1,-1,1.5,1,-1,1,-1,0.1,0,1,-2
CCc1ccccc1-n1c(SCC(=O)NC)nnc1-c1ccco1,-5,0.4,-1,-1,-1,4,0.0,-2,2,5
COc1ccc(NC(=O)COC(=O)CC2Sc3ccccc3NC2=O)cc1 (configuration not stated),1,2.8,0,11,-3,-8,0.0,2,-9,4
O=C(/C=C/c1cccc(F)c1)NCc1ccc2c(c1)OCO2,0,-1.5,3,1,-1,-1,-0.3,-5,-2,-4
CCc1nc2c(OCc3cccc(OC)c3)cccn2c1N(C)C(=O)C(C)C,-2,-1.2,2,-6,-2,-11,-1.0,0,1,2
N#Cc1nc(-c2ccco2)oc1NCCCn1ccnc1,1,0.7,2,-7,7,-272,2.1,-4,0,-5
N#C/C(=C\c1cn(Cc2ccc(C#N)cc2)c2ccccc12)C(=O)NCc1cccs1,5,1.1,-14,7,-14,-9,0.0,1,8,1
COc1cccc(C(C(=O)NCc2ccccc2)N2CCN(CCN3CCOCC3)CC2)c1OC (configuration not stated),-1,x,3,-6,2,-20,0.0,8,6,16
CC(C)(C)NC(=O)C(c1ccccn1)N(C(=O)c1csnn1)C1CCCCC1 (configuration not stated),3,1.1,-2,-6,0,3,-0.2,-3,8,-14
Cc1nn(Cc2ccc(Cl)c(Cl)c2)c(C)c1NC(=O)c1cn(-c2ccccc2)nc1-c1ccccc1,5,1.9,-3,2,2,3,-0.2,6,-9,12
CCCn1c(C)cc(C(=O)COC(=O)c2cc(S(=O)(=O)NCC(C)C)c(Cl)cc2Cl)c1C,1,0.1,9,3,2,15,1.3,-4,-25,10
CCC[C@H]1[C@@H](NCC2CCCCC2)CC[C@@]23CCCN2C(=O)CCC[C@@H]13,x,x,-8,x,-3,0,x,-1,10,x
CCc1nc2ccc(C(=O)NC3CCN(Cc4ccccc4)CC3)cn2c1N(C)Cc1cccs1,1,-3.9,0,-6,-3,-12,0.1,-9,-9,-1
Cc1ccccc1NC(=O)CSc1nc(COc2ccccc2)nc2ccccc12,6,-3.5,-4,-4,1,1,-0.3,-5,-4,-18
CC(C)(C)NC(=O)c1cccc(NC(=O)CSc2ccc(Cl)cc2)c1,3,1.3,0,13,-1,12,0.1,-3,-22,-9
CCc1nnc(SCC(=O)Nc2ccc(N3CCOCC3)cc2)o1,5,-1.3,2,11,8,4,-0.3,7,0,11
CC(=O)N1CCCN(Cc2cn(-c3cccc(C)c3)nc2-c2cccc(F)c2)CC1,-5,4.8,-1,-4,2,2,-0.3,1,0,4
CC1CCCC(C)N1C(=O)CSc1nnc(-c2ccco2)n1C (configuration not stated),2,0.1,2,-2,5,-3,0.3,3,3,-6
CC(=O)Oc1cccc(N2C(=O)C3C4C=CC(CC4)C3C2=O)c1 (configuration not stated),4,-0.5,2,-4,-2,7,0.3,6,-5,-7
Cc1ccc(/C=N/NC(=O)c2ccco2)cc1,-1,3.4,-4,-12,-1,-2,-0.1,5,1,10
CN(C(=O)c1ccccc1C(=O)c1ccccc1)C1CCS(=O)(=O)C1 (configuration not stated),-3,0.8,2,7,-3,-7,-0.3,8,11,-4
Cc1ccc(Cn2c(SC3CCOC3=O)nc3ccccc3c2=O)cc1 (configuration not stated),1,1.9,25,-4,27,0,0.6,4,-28,-4
CCCn1nnnc1NCc1ccccc1Cl,1,3.0,-4,-1,-3,-7,0.4,-3,-2,-7
COc1ccc(C(CCN2CCOCC2)c2c(OC)cc(OC)c3ccc(=O)oc23)cc1 (configuration not stated),9,1.2,-8,-12,-20,-55,0.1,2,5,-6
Cc1cccc(COC(=O)C(Cc2ccccc2)NC(N)=O)c1 (configuration not stated),-2,0.0,-2,-3,0,-1,0.0,-3,-1,8
O=C(C1CC(=O)N(c2ccc3c(c2)OCCO3)C1)N1CCN(c2cccc(C(F)(F)F)c2)CC1 (configuration not stated),-1,0.2,2,-8,2,3,0.0,-6,5,-1
CCCc1cc(=O)[nH]c(SCC(=O)N2CCCC2=O)n1,1,0.8,1,6,-2,-12,0.1,-3,11,-3
Cc1sc2ncnc(N3CCC(C(=O)NNC(=O)COc4ccccc4Cl)CC3)c2c1C,4,-0.5,-17,-7,-22,26*,0.3,-2,-14,-7
O=C(Nc1ccccc1C(F)(F)F)N1CCN(c2ccc3nncn3n2)CC1,0,-2.0,3,-9,1,3,-0.1,-2,6,10
CC(=O)Nc1cccc(-c2ccnc3c2CC(C(=O)NCc2ccncc2)O3)c1 (configuration not stated),0,0.5,6,4,3,-18,-0.1,-10,11,11
COC(=O)c1nc(-c2ccc(C)cc2)oc1N(C)C,-6,3.6,0,0,-3,-370,0.9,-6,6,9
CCOC(=O)c1cnn(CCOC(=O)c2ccc(F)cc2)c1NC(=O)c1ccc(F)cc1,-4,1.9,0,9,-3,0,0.2,6,-4,2
CCOC(=O)c1nc2sc3c(c2c(=O)[nH]1)CCC(C)C3 (configuration not stated),2,0.0,-12,3,0,-438,-111,1,2,3
COc1ccc(C(=O)NC(=S)Nc2ccc3[nH]c(=O)[nH]c3c2)cc1,4,0.5,-8,-9,-3,0,-0.5,0,9,2
C[C@H](c1ccccc1)N1C[C@H](COCc2ccccc2)Oc2cc(N3CC[C@H](O)C3)ccc2S1(=O)=O,6,x,6,4,-2,9,-0.7,-2,-9,-2

Record cards, as listed above. Values in the order: rCAG binder | GAA850 FXN act | GC-B act | ARFGAP1 inhibitor | GC-A act | ADAM10 inh | proKLK7 act | DDE Tn6 FP inh | sPLA2-III inh | ASAP1 inh
CC1CCCC(C)N1C(=O)CSc1nnc(-c2ccco2)n1C (configuration not stated) in the list: 2 | 0.1 | 2 | -2 | 5 | -3 | 0.3 | 3 | 3 | -6
CCC[C@H]1[C@@H](NCC2CCCCC2)CC[C@@]23CCCN2C(=O)CCC[C@@H]13 in the list: x | x | -8 | x | -3 | 0 | x | -1 | 10 | x
Cc1sc2ncnc(N3CCC(C(=O)NNC(=O)COc4ccccc4Cl)CC3)c2c1C in the list: 4 | -0.5 | -17 | -7 | -22 | 26* | 0.3 | -2 | -14 | -7

Taken from above (6 entries):
structure,rCAG binder,GAA850 FXN act,GC-B act,ARFGAP1 inhibitor,GC-A act,ADAM10 inh,proKLK7 act,DDE Tn6 FP inh,sPLA2-III inh,ASAP1 inh
Cn1c(=O)c2cc(NC(=O)NCCc3ccccc3)ccc2n1Cc1ccc(F)cc1,2,-0.6,2,1,1,i,16*,-5,-15,-8
O=C(CSCc1cccc(Br)c1)N1CCOCC1,-3,1.9,7,-4,4,2,-0.4,1,3,-3
Cc1cccn2c(=O)nc(SCC(=O)N3CCOCC3)nc12,1,-1.1,1,0,3,-15,0.1,8,5,-3
Cc1ccc(C(=O)OCC(=O)NC2CCCCC2)s1,-2,-0.8,4,-12,3,-6,0.4,1,1,-11
Cn1c(SCC(=O)N2CCCCCC2)nc2c(c1=O)SCC2,1,-0.6,-4,-6,-2,2,-0.8,-7,6,9
CN1CCN(C(=O)c2c(NC(=O)c3ccco3)sc3c2CCC(C(C)(C)C)C3)CC1 (configuration not stated),-6,0.2,x,3,x,0,0.2,-5,-13,-7

Source: PubChem BioAssay
